# Screening data: PubChem, several laboratories
# IEC-6 tox = cytotoxicity in IEC-6 intestinal epithelial cells, primary screen, cytotoxicity control for KLF5 inhibitor project, cell-based, luminescence. inhibition, % at 5 µM. AID 1825, 2009. IEC-6 cytotoxicity, luminescence viability. actives 0.78% (n = 290,000); in the data active = inhibition above about 22%;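 note: 0% = plate median of test compound wells and 100% = cytotoxic reference compound wells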
# HSF-1 act = HSF-1 activators, primary screen, NIH3T3-HGL cells, MG132 stress, luminescence, single point. NIH3T3-HGL HSF-1 luciferase reporter, 8 h; 100% = twice DMSO control signal. activation, % at 9 µM. actives 1.7% (n = 300,000). AID 504408, 2011;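 active = mean replicate activation of at least 50% with a set share of replicates each reaching 50%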;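 note: 0% = median of the neutral control wells and 100% = twice that signal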
# GSK3beta inhib = human GSK3beta kinase inhibitors, primary screen, biochemical, cell-free homogeneous, HTS | GST-GSK3beta kinase, ADP-Glo luminescence, 60 min; hits give low values | AID 2097, 2009 | activity score (negative = inhibition), % at 10 µM | Glycogen synthase kinase-3 beta (Homo sapiens), P49841 | actives 0.038% (n = 300,000);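 active = more than half of replicate wells score below -50%, meaning over 50% inhibition versus plate controls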;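 note: 0% = median DMSO wells and -100% = median GW8510 positive control wells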
# Target sequence (P49841 whole entry, looked up): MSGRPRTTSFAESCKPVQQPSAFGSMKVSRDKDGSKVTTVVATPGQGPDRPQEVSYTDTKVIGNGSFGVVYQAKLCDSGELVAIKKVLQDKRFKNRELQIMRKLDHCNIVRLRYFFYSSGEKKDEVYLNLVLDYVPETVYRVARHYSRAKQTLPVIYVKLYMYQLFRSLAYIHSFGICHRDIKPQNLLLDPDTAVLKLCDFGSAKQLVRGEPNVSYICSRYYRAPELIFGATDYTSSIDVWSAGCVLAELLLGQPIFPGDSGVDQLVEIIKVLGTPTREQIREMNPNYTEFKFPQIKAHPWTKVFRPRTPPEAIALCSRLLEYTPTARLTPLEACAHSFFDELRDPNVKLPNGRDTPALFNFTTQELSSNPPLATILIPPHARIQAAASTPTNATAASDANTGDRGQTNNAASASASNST
#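 Assay system: GST-fused GSK3beta enzyme, cell-free / Medium: Tris pH 7.5 buffer with MgCl2, DTT, BSA, heparin / Also added: peptide substrate plus 25 µM ATP (final) / Compound: 10 µM single point / Timing: kinase reaction with compound 60 min at room temperature / Detection: ADP-Glo luminescence / Benchmarks: DMSO neutral wells and GW8510 at 20 µM as positive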
# aSyn 5UTR inh = MLPCN primary screen, SNCA 5' untranslated region. alpha-synuclein 5'UTR reporter, inhibitor activity. inhibition, % (tested at 7.5 µM). actives 0.82% (n = 300,000). AID 1813, 2009; in the data active = inhibition above about 60%;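 note: H4 neuroglioblastoma cells stably carrying SNCA 5'UTR luciferase fusion; 0% = DMSO wells and 100% = positive control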
# HSP90 refold inh = HSP90 inhibitors, primary screen, cell lysate, luminescence | Heat shock protein HSP 90 (rabbit reticulocyte lysate; luciferase refolding) | Rabbit reticulocyte lysate, luciferase refolding luminescence, 3 h | inhibition, % at 5.6 µM | actives 0.91% (n = 290,000) | AID 1789, 2009;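 active = inhibition above the screen-wide mean plus 3 SD, computed separately per campaign, cut at about 16% in these data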;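 note: 0% = DMSO wells and 100% = 60 µM geldanamycin wells; inhibitors lower the luminescence because luciferase stays unfolded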
# GSK3A inh = blockers of GSK3A enzyme activity – biochemical, luminescence, cell-free homogeneous, HTS, primary screen. Glycogen synthase kinase-3 alpha (Homo sapiens), P49840. GSK-3 alpha kinase, ADP-Glo luminescence, 60 min. inhibition, % at 10 µM. actives 0.1% (n = 320,000);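 in the data active = inhibition above about 50%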;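 note: GST-tagged GSK-3 alpha with peptide substrate and 25 µM ATP; 0% = DMSO neutral wells and 100% = GW8510 positive control wells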
# Target sequence (P49840 whole entry, looked up): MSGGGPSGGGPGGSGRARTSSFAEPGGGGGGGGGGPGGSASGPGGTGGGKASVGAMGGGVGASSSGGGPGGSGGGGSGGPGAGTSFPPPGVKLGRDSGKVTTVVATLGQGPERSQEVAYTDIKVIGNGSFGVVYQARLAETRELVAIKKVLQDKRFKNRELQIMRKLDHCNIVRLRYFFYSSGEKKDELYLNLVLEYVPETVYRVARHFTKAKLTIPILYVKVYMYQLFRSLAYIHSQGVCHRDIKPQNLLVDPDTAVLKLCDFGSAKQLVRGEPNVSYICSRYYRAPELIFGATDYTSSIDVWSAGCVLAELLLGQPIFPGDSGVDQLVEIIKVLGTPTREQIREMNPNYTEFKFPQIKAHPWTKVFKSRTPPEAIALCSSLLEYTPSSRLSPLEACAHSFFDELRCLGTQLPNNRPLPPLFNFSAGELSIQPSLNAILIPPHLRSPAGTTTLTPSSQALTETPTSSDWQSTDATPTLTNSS
# KLF5 inhibitor = KLF5 expression inhibitors, primary screen, DLD-1 cells, luminescence. DLD-1 KLF5 promoter-luciferase reporter. inhibition, % at 5 µM. actives 0.23% (n = 290,000). AID 1700, 2009;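 active = inhibition above a per-plate limit of that plate's mean compound inhibition plus 3 SD, cut at about 60% in these data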;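 note: 0% = DMSO wells and 100% = LY294002 at 200 µM; higher means less KLF5 promoter-driven luciferase light; inactives centre near -14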
# HSF1 inhib = HSF1 inhibitors in luciferase reporter cells, primary screen, cell-based, NIH3T3, luminescence; NIH3T3-HGL HSE-luciferase, MG132-induced, luminescence 8 h; hits give low values; activity change, negative = inhibition, % at 7.5 µM (by protocol); actives 0.77% (n = 300,000);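 active = more than half of replicate wells show activity change below -50%, luminescence cut by over half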;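 note: luciferase reports HSF-1 transcriptional activity via heat shock element; 0% = median of DMSO wells and -100% = zero luminescence signal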
# AI-2 QS modul = Vibrio harveyi AI-2 quorum sensing modulators, primary screen, JMH597 strain, luminescence/OD600 ratio; actives 0.4% (n = 300,000); Vibrio harveyi JMH597 AI-2 luminescence/OD600 ratio, 9 h; hits give low values; strain lacks LuxN and CqsS sensors; 0 = neutral-control median; AID 2094, 2009; activity change, % at 7.5 µM; in the data active = activity change below about -75%, passing the limit was not always enough;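 note: luminescence divided by OD600 gain over 9 h not by final OD600 alone; inactives centre near 13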
# PolyA inhibitor = polyadenylation inhibitors in yeast reporter cells, primary screen, luminescence, S. cerevisiae; actives 0.02% (n = 300,000); S. cerevisiae SKY197-pL101 polyadenylation reporter, beta-gal luminescence; efflux-impaired pdr1/pdr3 knockout yeast; score 100 = 6 SD above DMSO; AID 1875, 2009; calls only at 12 µM;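 active = lowest replicate activity score at least 50, where 100 means six control SD above control mean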;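 note: yeast exposed to compound for 9 h at 30 °C; higher score means more reporter readthrough which indicates perturbed polyadenylation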
# * hit, by the source's call; i = inactive; / = no result given. An excerpt; the hit share may differ from the screen's.
SMILES,IEC-6 tox,HSF-1 act,GSK3beta inhib,aSyn 5UTR inh,HSP90 refold inh,GSK3A inh,KLF5 inhibitor,HSF1 inhib,AI-2 QS modul,PolyA inhibitor
Cc1ccc(S(=O)(=O)CC(=O)Nc2nc(C(C)(C)C)cs2)cc1,-4,2,3,1,0,-2,-13,4,11,i
CCOC(=O)CC(NC(=O)CCc1c(C)nc2nc(C)nn2c1C)c1ccc(C)cc1 (stereo unspecified),4,6,0,-2,1,-1,25,3,24,i
CCOc1ccc(NC(=O)CN(C)C(=O)c2ccccc2SCc2c(C)noc2C)cc1OCC,/,-5,0,3,/,-2,/,2,15,i
CCc1c(C)nc2ncnn2c1N1CCCC(C(=O)NCc2ccc3c(c2)OCO3)C1 (stereo unspecified),-3,21,1,2,-3,-1,-10,1,20,i
COC(=O)Cc1ccc(N(Cc2ccccc2F)S(=O)(=O)c2ccc(C)cc2)cc1,-2,26,-1,-28,0,-4,2,7,8,i
CC(C)[C@H](NC(=O)c1ccccc1)C(=O)OCC(=O)N1CCCc2ccccc21,-8,5,5,-6,1,-1,-5,2,0,i
CCOC(=O)C1=C(COC(=O)CNC(=O)c2ccc(Cl)cc2Cl)NC(=O)NC1C (stereo unspecified),/,-7,0,12,/,0,/,-6,27,i
CC(c1ccco1)N(C(=O)c1cccc(Br)c1)c1ccccn1 (stereo unspecified),2,2,-5,-15,-2,-1,-77,-3,-21,i
CC1CCCCN1C(=O)COC(=O)/C=C/c1ccc2ccccc2n1 (stereo unspecified),4,11,3,-58,0,-1,-15,8,18,i
Cc1cccc(/C=N/c2sc3c(c2C(=O)OC(C)(C)C)CCN(C)C3)c1O,7,-4,-6,-8,-3,-1,-16,-5,22,i
COc1ccc(/C=N/NS(=O)(=O)c2ccc(C)cc2)cc1OC(=O)c1ccccc1,-1,/,2,/,0,-4,-22,/,23,i
Cc1ccc(NC(=O)N2CCCC(c3nc(-c4ccc(F)cc4)no3)C2)cc1 (stereo unspecified),-1,0,1,-60,1,-2,-12,4,47,i
O=C(c1ccc(Br)o1)N1CCN(c2ccccc2F)CC1,-4,4,0,41,-1,-1,-7,2,8,i
CCOc1ccc(N(CC(=O)N/N=C/c2cccnc2)S(C)(=O)=O)cc1,-3,-4,-1,10,1,-4,-42,-2,22,i
Cc1cccnc1NC(=O)c1ccccc1NC(=O)C(C)(C)C,-4,-15,-1,3,0,0,-25,1,8,i
COC(=O)[C@]1(CC(C)C)N[C@H](c2ccc(-c3ccc(F)cc3)cc2)[C@@H]2C(=O)N(C)C(=O)[C@@H]21,/,5,1,31,/,/,/,0,35,i
Cc1nc(C(=O)Nc2ccccc2)sc1C1(C)CC(c2cccnc2)=NO1 (stereo unspecified),/,13,4,-111,/,-2,/,11,6,i
COc1ccc(-c2c3c(=O)n(C)c(=O)n(C)c3cn2NC(C)=O)cc1,2,-5,-2,7,-2,-2,-11,3,25,i
CN(C)/C=N/c1nc2nccc(-c3cccnc3)n2n1,-1,-5,-1,0,-2,-2,7,-7,10,i
Nc1nnc(SCc2ccccc2Cl)s1,-3,7,0,-40,0,-1,-30,3,12,i
Cc1cccc(OCC(=O)O/N=C(\N)Cc2ccc(Cl)cc2)c1,3,20,-3,11,4,-3,-5,-5,-6,i
COc1ccc(/C=C/C(=O)N(c2ccccn2)C2CCCCC2)cc1OC,-1,-9,0,-1,-3,-3,3,-20,8,i
O=C(/C=C/c1ccco1)Nc1sc2c(c1C(=O)O)CCC2,-6,5,-2,-57,-1,-3,-67,20,65,i
Clc1ccccc1-c1nc2ccccc2[nH]1,-1,/,4,-113,-3,-2,-132,21,5,i
CCOC(=O)N1CCN(C(=O)c2cccn3c(=O)c4cc(Br)ccc4nc23)CC1,6,-9,/,30,-2,-1,-13,-4,/,i

# Compound profiles, from the list above.
# CCOC(=O)CC(NC(=O)CCc1c(C)nc2nc(C)nn2c1C)c1ccc(C)cc1 (stereo unspecified) as listed: IEC-6 tox: 4; HSF-1 act: 6; GSK3beta inhib: 0; aSyn 5UTR inh: -2; HSP90 refold inh: 1; GSK3A inh: -1; KLF5 inhibitor: 25; HSF1 inhib: 3; AI-2 QS modul: 24; PolyA inhibitor: i
# CC(c1ccco1)N(C(=O)c1cccc(Br)c1)c1ccccn1 (stereo unspecified) as listed: IEC-6 tox: 2; HSF-1 act: 2; GSK3beta inhib: -5; aSyn 5UTR inh: -15; HSP90 refold inh: -2; GSK3A inh: -1; KLF5 inhibitor: -77; HSF1 inhib: -3; AI-2 QS modul: -21; PolyA inhibitor: i

# The results go on:
SMILES,IEC-6 tox,HSF-1 act,GSK3beta inhib,aSyn 5UTR inh,HSP90 refold inh,GSK3A inh,KLF5 inhibitor,HSF1 inhib,AI-2 QS modul,PolyA inhibitor
CCOc1ccc(S(=O)(=O)Nc2ccccc2C(=O)N2CCCC2)cc1,-11,-9,1,20,-3,4,2,-2,8,i
COc1ccccc1OCCC(=O)OCC(=O)c1c(N)n(C)c(=O)n(C)c1=O,2,6,2,-10,-3,0,-24,3,10,i
O=C1N=NC2=C1c1c3ccccc3c(O)n1CC2,-3,2,4,4,1,14,-21,-4,28,i
CC1=C(C(=O)Nc2ccccc2)C(c2cccnc2)n2ncnc2N1 (stereo unspecified),10,/,2,-14,7,-2,-5,/,14,i
CCOC(=O)C1CCCN(C/C(O)=C(\C#N)c2nc(-c3ccccc3)cs2)C1 (stereo unspecified),-3,13,-2,-36,3,-1,-30,1,13,i
O=c1[nH]cc([N+](=O)[O-])cc1Br,-2,-3,6,15,0,2,-34,-1,15,i
COc1ccccc1NS(=O)(=O)c1ccc(N/N=C/c2ccccc2OCC(=O)O)c([N+](=O)[O-])c1,-3,12,0,-11,-4,-4,-5,2,61,i
COc1c([N+](=O)[O-])cc(C(=O)NNC(=O)c2ccc(C)cc2)cc1[N+](=O)[O-],0,-10,-5,15,-1,1,3,-4,10,i
COc1cccc(C(=O)NCCS(=O)(=O)N(C)Cc2ccccc2)c1,/,10,-3,-5,/,1,/,16,2,i
O=C(Nc1ccccc1F)c1ccc(Cn2cc(Br)cn2)cc1,-5,35,0,-32,-1,1,-9,10,2,i
Cc1ccc(C(C)C)c(OCC(=O)NS(=O)(=O)c2ccc(Cl)cc2)c1,-6,-4,7,-8,-8,-7,-5,1,28,i
O=C(CCc1ccccc1)Nc1cc2c3c(c1)CC(=O)N3CCC2,/,0,1,3,/,2,/,-6,2,i
CCN(CC)CCNC(=O)c1cn(CC)c2ccc(S(=O)(=O)N3CCOCC3)cc2c1=O,13,-9,-3,-27,2,0,-8,-4,-4,i
Cc1nc2ccc(NC(=S)NC(C)C)cc2nc1C,-3,-9,-3,-33,0,4,-37,9,-3,i
Cc1[nH]c2ccccc2c1/C=C(/C#N)C(=O)NC(C)C,0,21,0,-41,-1,-2,-12,2,10,i
CC(C)c1ccc(NS(=O)(=O)c2ccc3c(c2)NC(=O)CO3)cc1,3,3,-1,5,4,/,-39,6,-85*,i
Cc1cccc(NC(=O)CCCN2C(=O)c3cccc4cccc(c34)C2=O)c1,-3,0,2,13,2,-1,-1,2,9,i
COCCn1c(SCC(=O)Nc2cccc(OC)c2)nnc1-c1ccc(Cl)cc1,3,4,2,22,3,-3,7,5,21,i
Cc1nn(-c2ccccc2)c2nc(-c3cccs3)cc(C(=O)NN)c12,-3,-7,-2,-10,0,-1,4,-7,10,i
CCOC(=O)N1CCC(N2CCCC(CO)(Cc3cccc(Cl)c3)C2)CC1 (stereo unspecified),4,8,-2,-20,0,1,15,8,41,i
Cc1nn2cc(-c3ncc(C(F)(F)F)cc3Cl)cnc2c1Br,-1,-6,1,25,0,0,-47,-6,7,i
COC(=O)c1ccc(NC(=O)C2C3CCC(C3)C2C(=O)O)cc1 (stereo unspecified),-2,-33,2,-11,1,-1,-6,-29,27,i
Cc1ccccc1Cc1c(C)nc2nc(SCC(=O)NCCCN3CCCC3)nn2c1C,2,27,/,5,2,0,-11,-3,/,i

# Exported with values under each structure: 7 of the compounds above
# Under each structure – IEC-6 tox, HSF-1 act, GSK3beta inhib, aSyn 5UTR inh, HSP90 refold inh, GSK3A inh, KLF5 inhibitor, HSF1 inhib, AI-2 QS modul, PolyA inhibitor
> CCOC(=O)C1CCCN(C/C(O)=C(\C#N)c2nc(-c3ccccc3)cs2)C1 (stereo unspecified)
    -3, 13, -2, -36, 3, -1, -30, 1, 13, i
> O=c1[nH]cc([N+](=O)[O-])cc1Br
    -2, -3, 6, 15, 0, 2, -34, -1, 15, i
> COc1ccccc1NS(=O)(=O)c1ccc(N/N=C/c2ccccc2OCC(=O)O)c([N+](=O)[O-])c1
    -3, 12, 0, -11, -4, -4, -5, 2, 61, i
> COc1c([N+](=O)[O-])cc(C(=O)NNC(=O)c2ccc(C)cc2)cc1[N+](=O)[O-]
    0, -10, -5, 15, -1, 1, 3, -4, 10, i
> COc1cccc(C(=O)NCCS(=O)(=O)N(C)Cc2ccccc2)c1
    /, 10, -3, -5, /, 1, /, 16, 2, i
> O=C(Nc1ccccc1F)c1ccc(Cn2cc(Br)cn2)cc1
    -5, 35, 0, -32, -1, 1, -9, 10, 2, i
> Cc1ccc(C(C)C)c(OCC(=O)NS(=O)(=O)c2ccc(Cl)cc2)c1
    -6, -4, 7, -8, -8, -7, -5, 1, 28, i
